PPC-1+TRAIL kill – PPC-1 cancer cell killing with TRAIL present; actives 0.41% (n = 220,000); cell killing (% activity), % at 4 µM; PPC-1 cells + TRAIL, ATPLite viability luminescence;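 active = cell killing above 50% in the first pass at 4 µM, then a duplicate retest at 5 µM averaging 50% or more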;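 note: plate controls were cells with TRAIL plus DMSO for no effect and medium-only wells lacking cells for full effect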
zfTRPN1 agonist – zebrafish TRPN1 (NompC) channel agonism; HEK293 zebrafish TRPN1-YFP, Fluo-8 calcium fluorescence; 100% = response to 87 µM carbachol; activation, % at 3 µM; actives 0.18% (n = 220,000);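 active = activation above its plate's cutoff, the mean activation of test wells on that plate plus 3 SD, cut at about 19% in these data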;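 note: 0% = DMSO alone and 100% = 87 µM carbachol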
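Assay system: Zebrafish TRPN1-YFP in HEK293 cells | Incubation: Dye loading 1 h at 37 °C, then 30 min room temperature | Measured by: Kinetic Fluo-8 fluorescence, ex 470-495, em 515-575 nm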
Runt-SMMHC FRET – inhibitors of human RUNX1 Runt domain binding to CBFb-SMMHC; Cerulean-Runt/Venus-CBFb-SMMHC FRET ratio 530/480, 1 h; inhibition, % at 20 µM; actives 0.74% (n = 220,000); AID 1434;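 active = mean inhibition across duplicate retests at 20 µM reaching about 50%, limit read from the data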;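 note: 0% = DMSO wells and 100% = wells with excess untagged CBFb-SMMHC; inhibitors lower the FRET ratio by blocking Runt binding to CBFb-SMMHC; some results filed as inactive read as strong as hits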
Target sequence (Q01196 whole entry, looked up, the tested form may be a part): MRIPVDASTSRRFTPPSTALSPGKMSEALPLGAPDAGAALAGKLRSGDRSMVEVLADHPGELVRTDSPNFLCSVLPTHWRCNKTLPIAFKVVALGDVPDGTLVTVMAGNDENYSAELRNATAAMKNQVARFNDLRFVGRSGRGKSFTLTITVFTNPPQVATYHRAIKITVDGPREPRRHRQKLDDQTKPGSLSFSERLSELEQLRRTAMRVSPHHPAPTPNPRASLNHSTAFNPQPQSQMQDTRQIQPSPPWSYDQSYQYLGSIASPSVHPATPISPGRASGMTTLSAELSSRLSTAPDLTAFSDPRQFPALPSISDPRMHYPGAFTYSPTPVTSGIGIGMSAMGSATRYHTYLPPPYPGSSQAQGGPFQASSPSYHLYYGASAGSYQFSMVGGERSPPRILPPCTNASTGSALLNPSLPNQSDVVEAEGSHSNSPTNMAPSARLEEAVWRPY
Target sequence (Q13951 whole entry, looked up, the tested form may be a part): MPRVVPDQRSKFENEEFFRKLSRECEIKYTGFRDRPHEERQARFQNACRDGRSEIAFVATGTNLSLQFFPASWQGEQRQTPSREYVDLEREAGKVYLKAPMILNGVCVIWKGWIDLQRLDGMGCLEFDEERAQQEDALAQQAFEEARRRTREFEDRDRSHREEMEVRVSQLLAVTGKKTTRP
CHOP inh – CHOP inhibition in unfolded protein response; CHO-K1 CHOP-promoter luciferase, tunicamycin-induced, 15-18 h; inhibition, % at 10 µM; actives 3.8% (n = 220,000); AID 2732;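 active = compounds that reduced the stress-induced luciferase reporter signal by more than about 70% of percent inhibition, limit read from the data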;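 note: 0% = tunicamycin plus vehicle and 100% = wells without tunicamycin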
EBV gp42 block – EBV gp42 inhibition; inhibition, % (tested at 21.74 µM); actives 0.42% (n = 220,000); AID 1085; Q1HVG2; Fluorescence polarization binding assay, mP read-out; in the data active = inhibition above about 50%
Target sequence (Q1HVG2 whole entry, looked up): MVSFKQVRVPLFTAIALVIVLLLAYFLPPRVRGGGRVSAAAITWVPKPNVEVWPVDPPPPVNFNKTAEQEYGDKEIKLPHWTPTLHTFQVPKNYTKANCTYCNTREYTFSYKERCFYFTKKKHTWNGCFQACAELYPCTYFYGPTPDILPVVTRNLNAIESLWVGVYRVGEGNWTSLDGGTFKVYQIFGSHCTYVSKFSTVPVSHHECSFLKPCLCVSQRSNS
TNF death inh – inhibitors of TNF-alpha induced necroptosis in Jurkat FADD-/- cells. activation (protection from cell death), % at 10 µM. Jurkat FADD-/- TNF necroptosis rescue, ATP luminescence, 24 h; 0 = TNF only, 100 = no-TNF cells. actives 0.068% (n = 220,000);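 active = activation, meaning protection from cell death, of at least 50% relative to plate controls; inactive = activation below 50%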;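 note: necroptosis triggered by 40 ng/mL TNF-alpha added together with compound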
TRPML3 ag – human mucolipin-3 channel agonism. activation, % at 3 µM. HEK293 TRPML3-YFP, Fluo-8 calcium fluorescence; 100% = the carbachol control signal. Q8TDD5. actives 0.29% (n = 220,000);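 active = activation above its plate's cutoff, the mean activation of the plate's test wells plus 3 SD, cut at about 12% in these data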;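 note: 0% = DMSO only wells and 100% = carbachol wells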
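Test system: TRPML3-YFP stable HEK293 cells. Doses: single point at 3 µM. Incubation: dye loading 1 h 37 °C then 30 min ambient, 125 s read. Signal: Fluo-8 calcium dye fluorescence, ex 470-495, em 515-575 nm. Measure: percent activation from peak-to-basal fluorescence ratio, scaled between DMSO and carbachol.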
Mdm2 ligase inh – blocks human Mdm2 ubiquitin ligase activity. actives 0.11% (n = 210,000). signal enhancement, % at 5 µM. Q00987. cell-based MDM2 ubiquitination luciferase reporter, 2 h; 0 = plate control, 100 = twice control, blank-subtracted;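 active = signal enhancement of 30% or more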;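 note: luminescence tracks abundance of the self-degrading MDM2-luciferase fusion protein; higher signal means inhibition of MDM2 E3 ligase activity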
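System: stable MDM2–luciferase fusion reporter cells / Input: 2000 cells seeded into each well / Schedule: 4 h settle plus 2 h compound, 37 °C / Compound: single-point 5 µM / Buffer or medium: cells held in DMEM / Benchmarks: control and blank well means / Evaluation: percent signal gain over controls, blank-subtracted / Measured by: luciferase luminescence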
p47phox inh – blocks human p47phox regulatory protein of NADPH oxidases; actives 0.53% (n = 220,000); AID 1274; inhibition, % at 24.7 µM; p47phox/p22phox peptide binding, fluorescence polarization, 2 h; P14598;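 active = inhibition above about 30%, limit read from the data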;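 note: 0% = p47phox with labelled peptide and 100% = labelled peptide alone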
Active calls of the source: *; x = not tested or not shown; & = joins results of further samples.

SMILES	PPC-1+TRAIL kill	zfTRPN1 agonist	Runt-SMMHC FRET	CHOP inh	EBV gp42 block	TNF death inh	TRPML3 ag	Mdm2 ligase inh	p47phox inh
Cc1ccc(C2(C)NC(=O)N(CC(=O)NC(=O)NCCC(C)C)C2=O)cc1 (configuration not stated)	-6	3.4	-8	13	-7	-1.4	0.8	-5	4
CC(C(=O)N1CCOCC1)N1C(=O)C2C3C=CC(C4CC34)C2C1=O (configuration not stated)	-8	0.7	-1	-5	-7	-1.2	0.9	-1	-3
Clc1ccc(-c2csc(NNC3=NCCCCC3)n2)cc1	14	-0.8	18	33	-22	-9.3	0.5	-15	0
CC1CCc2nc3ccccc3c(C(=O)OCC(=O)NC3CCS(=O)(=O)C3)c2C1 (configuration not stated)	5	-0.7	0	5	5	2.6	0.9	-11	-8
CC1=Nc2ccccc2N=C(NC(=O)CSC(=S)N2CCN(C)CC2)C1c1ccccc1 (configuration not stated)	16	0.0	3	-1	-3	-1.3	-0.3	1	-12
COCCn1c(-c2ccccc2)nc2c(c(=O)c3ccccc3n2C)c1=O	1	-1.1	0	10	-9	0.3	0.3	7	0
Cc1nn2c(C)c(C(=O)Nc3ccccc3)cnc2c1-c1ccccc1	-2	3.1	1	3	-2	-1.2	1.1	-9	-12
Cc1nnc(NC(=O)CSc2ncnc3c2cnn3-c2ccccc2C)s1	24	0.6	1	-1	-14	3.7	0.4	-16	-7
CCNC(=S)NNC(=O)C(c1ccccc1)c1ccccc1	8	2.0	3	16	-7	-2.8	-0.7	-4	-15
O=C(Nc1ccccc1)Nc1cccc2cccnc12	20	-0.9	-2	-7	-1	-4.7	-0.3	-7	-8
CC(C)(C)C(=O)Nc1sc2c(c1C#N)CCC2	10	-1.1	-2	41	-11	0.2	-0.2	-2	-8
Cc1cc(C)cc(N(CC(=O)NC2CCCC2)S(=O)(=O)c2c(C)[nH]c(=O)[nH]c2=O)c1	10	2.2	0	19	7	1.5	0.9	-7	-8
Cc1c(NC(=O)C(C)OC(=O)c2cccc(S(=O)(=O)N3CCOCC3)c2)c(=O)n(-c2ccccc2)n1C (configuration not stated)	2	2.3	-4	2	-9	1.0	0.0	-9	-7
O=C(O)c1cccc(N/N=C/c2cccs2)c1	33	0.6	-1	84*	-18	1.2	0.5	-63	0
COC(=O)c1ccc(C)c(NC(=O)CN(c2ccccc2)S(=O)(=O)N(C)C)c1	13	-0.7	-2	2	-3	0.3	-0.2	-90	-4
COc1ccccc1/C=N\Nc1cn[nH]c(=O)c1Cl	11	-1.5	-1	-13	-10	-2.2	-1.6	-29	4
Cc1ccc(-n2nc(C)c3c(=O)[nH]c(C(F)(F)F)nc32)cc1	10	-0.5	-2	22	2	1.1	0.2	-3	-76
COc1ccccc1CCNC(=O)CSc1ccc(-c2ccco2)nn1	29	-1.1	-15	13	-9	1.7	0.6	0	-5
CCn1cnc2sc(C)c(C)c2c1=O	1	0.4	-2	31	-24	-4.0	0.4	7	-14
COc1ccccc1-c1ccc(/C=N/O)o1	-4	-2.3	-2	11	-3	-4.6	-0.9	6	-7

The closing 5 compounds of the section before open the next one:
SMILES	PPC-1+TRAIL kill	zfTRPN1 agonist	Runt-SMMHC FRET	CHOP inh	EBV gp42 block	TNF death inh	TRPML3 ag	Mdm2 ligase inh	p47phox inh
COc1ccccc1/C=N\Nc1cn[nH]c(=O)c1Cl	11	-1.5	-1	-13	-10	-2.2	-1.6	-29	4
Cc1ccc(-n2nc(C)c3c(=O)[nH]c(C(F)(F)F)nc32)cc1	10	-0.5	-2	22	2	1.1	0.2	-3	-76
COc1ccccc1CCNC(=O)CSc1ccc(-c2ccco2)nn1	29	-1.1	-15	13	-9	1.7	0.6	0	-5
CCn1cnc2sc(C)c(C)c2c1=O	1	0.4	-2	31	-24	-4.0	0.4	7	-14
COc1ccccc1-c1ccc(/C=N/O)o1	-4	-2.3	-2	11	-3	-4.6	-0.9	6	-7
CC1CCC/C(=N\NC(=O)c2ccncc2)C1 (configuration not stated)	6	-2.8	1	-17	-8	1.7	0.2	-20	-2
CN(Cc1cn(-c2ccccc2)nc1-c1ccc(Cl)cc1)C(=O)CCC(=O)O	-14	0.2	-2	7	17	2.2	1.0	-7	-9
Nc1nc(-c2ccccc2)nn1S(=O)(=O)c1ccccc1	1	-0.3	2	8	-5	0.4	0.4	5	-7
CC(C)c1nc(SCC(=O)Nc2ccc(N3CCOCC3)cc2)c2ccccc2n1	12	-0.3	2	19	-1	1.3	-0.1	-4	4
COc1cccc(CNc2nc3nc(C)c(Cl)c(=O)n3[nH]2)c1	2	1.1	-6	19	-7	4.6	1.0	-22	-7
CCCCCn1c(=O)[nH]c2cc(C(=O)NCc3ccccn3)ccc2c1=O	0	0.5	-6	13	-11	1.7	1.0	1	-1
O=C(/C=C/c1ccc(N2CCC(c3ccccc3)=N2)cc1)c1ccccc1	4	14	-77	-22	53*	-0.1	4.3	-10	-241
COC(=O)CCC(=O)N1CCCC(CO)(Cc2ccccc2)C1 (configuration not stated)	x	0.3	x	-32	-1	0.6	0.3	0	2
CC1(c2ccccc2Cl)NC(=O)N(CC(=O)NC(=O)NCc2ccco2)C1=O (configuration not stated)	2	-0.1	0	17	-11	-2.7	-0.5	3	-7
COc1ccc(/C=N/N=C/c2c[nH]c(=O)c(C#N)c2Nc2ccccc2)cc1	4	-1.0	1	-25	-8	-1.3	0.3	-5	-3
CCCN1C(=O)c2ccc(C(=O)Nc3cc(C)on3)cc2C1=O	11	1.1	1	15	-7	-2.0	0.4	4	-1
O=C(Nc1ccc(O)c2c(=O)cc(-c3cccc(Cl)c3)oc12)c1ccccc1Cl	4	x	3	51	-16	0.4	x	8	5
O=C(CNC(=O)c1ccc(N2C(=O)c3ccccc3C2=O)cc1)OCC(=O)c1ccccc1	27	0.7	-14	22	-1	0.6	0.7	-4	7
COc1ccc(C(=O)NC2CCCCCC2)cc1S(=O)(=O)N1CCCC1	0	2.5	2	31	-1	0.8	0.0	6	6
Cc1cc(OCC(=O)NCCN2CCOCC2)ccc1Br	-11	1.3	0	42	9	-1.1	0.1	-5	-5
Cc1ncoc1C(=O)Nc1ccc(Oc2ccccc2)cc1	16	3.4	-1	6	-21	-2.4	1.9	9	2
Cn1c(CCC(=O)Nc2ccc(N3CCOCC3)cc2)nc(=O)c2ccccc21	17	1.9	-2	12	-11	-0.4	0.2	-4	-19
O=C1CC(SC(=Nc2ccccc2)Nc2ccccc2)C(=O)N1c1cccc2ccccc12 (configuration not stated)	13	-0.4	2	10	5	-1.4	0.3	-12	-5
c1ccc(C2CC(c3ccccc3)n3c(nc4ccccc43)N2)cc1 (configuration not stated)	1	2.3	2	-11	2	0.6	1.1	-17	6
CCOC(=O)c1ccc(N/C=C/C(=O)C(C)(C)C)cc1	-5	1.4	-1	8	9	1.0	0.0	-3	4
NC(=O)CSc1nccn1Cc1ccccc1	10	-1.0	-1	-4	-14	0.4	0.3	-5	6
COc1cc(OC)c(S(=O)(=O)NCc2ccco2)cc1S(=O)(=O)NCc1ccco1	0	2.0	-6	3	1	-1.5	0.5	-11	-2
CCOc1cccc(C(=O)Nc2ccc3oc(Cc4ccc(Cl)cc4)nc3c2)c1	10	-0.1	0	52	-19	-5.1	1.0	-20	-20
CC(=O)c1cnc2cc(-c3cccc(Br)c3)nn2c1C	11	1.1	5	2	-23	-0.4	0.7	-11	-1
Cc1ccc(NC(=O)c2ccccc2NS(=O)(=O)c2ccc(Cl)s2)cc1S(=O)(=O)N1CCOCC1	19	18	-5	15	-8	0.6	9.0	1	-16
Cc1cc(N2CCOCC2)nc(-c2ccccc2O)n1	7	1.6	2	29	-2	0.3	0.7	-16	-8
Cn1c(SCc2c(Cl)cccc2Cl)nnc1-c1ccc2nonc2c1	0	-3.5	2	-3	-11	2.0	-0.5	-10	-4
O=C(/C=C/c1ccc(Cl)cc1)N1CCN(c2ccccc2[N+](=O)[O-])CC1	5	-1.7	-3	32	-8	-0.6	-1.0	2	-4
COC(=O)C1(C)Nc2ccccc2C(=O)N1c1ccccc1C (configuration not stated)	20	0.1	-2	33	-15	0.6	0.3	-13	-3
O=C(NCc1ccc(Cl)cc1)c1cccc(NC(=O)c2ccccc2)c1	-7	3.5	-2	29	-11	4.5	2.9	-6	-9
COc1ccc(N2CCN(c3nc(Nc4ccc(F)cc4)nc(OC)n3)CC2)cc1	-2	1.5	1	-33	-7	-0.5	0.6	-7	-6
COc1cc(/C=N/N2CCOCC2)ccc1OCc1ccc(Cl)cc1	13	-2.4	1	8	-1	0.9	-1.3	-20	-3
COc1ccc(/C=N/n2cnc3c([nH]c4ccc(F)cc43)c2=O)cc1CSc1ccccn1	30	0.9	1	80*	-19	2.3	0.3	0	-2
COC(=O)c1ccc(CN2C(=O)NC3(CCCc4ccccc43)C2=O)o1 (configuration not stated)	3	1.6	3	2	-5	-0.1	-0.2	-26	-10
CCCOc1nnnn1-c1ccccc1	20	0.5	0	18	21	-0.7	-0.6	-4	15
CN(C)C(=S)NC(=O)C(c1ccccc1)c1ccccc1	4	-2.1	3	-1	-16	-0.8	-1.1	-12	-3
CCCCC(=O)NC(c1ccccc1OC)c1ccc2cccnc2c1O (configuration not stated)	24	-0.3	-1	72*	-11	-22	-0.2	-12	-5
O=C1Cc2ccccc2Sc2c(OCCN3CCCCC3)cccc21	15	2.1	5	-31	-20	3.9	1.8	0	-13
CCCSc1ccc(C(=O)Nc2ccc(F)cc2F)cn1	10	3.3	-4	11	4	0.3	1.1	-22	-6
COc1ccc(C(=O)Nc2ccc([N+](=O)[O-])cn2)c(OC)c1	17	-0.8	-5	45	-11	1.1	1.0	-48	-11
COc1ccc(-c2nn(-c3ccccc3)cc2/C=N/Nc2ccccn2)cc1OC	-5	0.1	0	28	6	-14	-0.3	1	-19
N#CN=C(N)c1ccccc1	-15&10	0.6&1.2	2&0	-21&12	-7&-7	0.1&-0.1	0.0&0.6	21	-12&1
COc1ccc(S(=O)(=O)N2Cc3ccccc3CC2C(=O)O)cc1OC (configuration not stated)	15	1.6	3	10	-12	-0.2	-0.3	-4	-15
CC1(C)Cc2c(c(N3CCOCC3)nc3snc(NC(=O)c4ccccc4)c23)CO1	12	1.2	0	15	-17	1.1	1.5	-10	-4
NC(=O)C1CCN(c2ncccc2[N+](=O)[O-])CC1	20	0.2	-1	4	6	0.8	0.6	-11	-1
COc1ccc(Cc2noc(CN3CCCN(Cc4ccc(F)cc4)CC3)n2)cc1OC	x	0.8	x	-2	-5	0.9	1.0	-6	-9
Cc1ccc2c(c1)cc(CN(Cc1cccnc1)C(=O)c1ccccc1)c1nnnn12	x	0.1	x	-22	-7	-2.0	0.4	-10	-2
